S2 tox: viability counter-screen for ATXN expression inhibitors. S2 cells (HEK-293 line with an ATXN2-luciferase reporter) viability, CellTiter-Fluor protease fluorescence, 24 h. Potency, µM (top dose mostly 56.7 µM), usual class: cytotoxic. 400,000 tested, 0.49% active; also: potency is read from the fitted curve at half-maximal effect; nearly all actives have a fitted effect of over 40% in size
HT1080 IDH1KD tx: kills HT-1080 cells with IDH1 knockdown; 360,000 tested, 2% active; Potency, µM (top dose mostly 46.1 µM), for inactives: top-dose activity, negative = toxicity, most hits filed as cytotoxic; HT-1080 IDH1 knockdown viability, ATP luminescence, 48 h;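 also: potency is read from the fitted curve at half-maximal effect; 0% = DMSO wells and -100% = cell-free medium wells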
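Cytotoxicity counter-line: IDH1KD HT-1080, 48 h, CellTiter-Glo. Curves classed by r2, magnitude and activity.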
SW480 rerep: induces DNA re-replication in SW480 colon adenocarcinoma cells | SW480 DNA re-replication, Hoechst DNA content imaging, 48 h | Potency, µM (doses to about 46.1 µM), without a hit: top-dose re-replication activation, most hits filed as activators | 340,000 tested, 1.8% active | AID 624297; also: potency is read from the fitted curve at half-maximal effect; % of control where 0% means no effect; nearly all actives have a fitted effect of over 55% in size
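SW480 cells exposed to compounds for 48 hr at 37 C, 5% CO2, then Hoechst-stained 40 min. Nuclear DNA content imaged by fluorescence scanning (405 nm excitation, 500-530 nm emission); re-replication scored as increased high-intensity nuclei.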
HT1080NT lethal: kills 2HG-producing HT-1080-NT fibrosarcoma cells; 360,000 tested, 1.6% active; Potency, µM (doses to about 46.1 µM), for inactives: at the top dose activity, negative = less viability, actives largely listed as cytotoxic; HT-1080-NT fibrosarcoma viability, CellTiter-Glo ATP luminescence, 48 h;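 also: NT is the 2HG producing partner of a matched IDH1 knockdown line; potency is read from the fitted curve at half-maximal effect; 0% = DMSO-treated cells and -100% = media-only wells without cells; nearly all actives have a fitted effect of over 55% in size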
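Toxicity toward the 2HG-producing NT line was scored as %Activity, normalised to DMSO and no-cell wells, from CellTiter-Glo luminescence after 48 hours' treatment.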
KB-3-1 tox: kills parental KB-3-1 adenocarcinoma cells. KB-3-1 viability, CellTiter-Glo ATP luminescence, 72 h. Potency, µM (series often up to 46.1 µM), without a hit: at the highest dose activity change, negative = cytotoxic, most hits filed as cytotoxic. 400,000 tested, 1.4% active; also: potency is read from the fitted curve at half-maximal effect; % is scaled to controls: 0 for no effect and ±100 for the full control effect; nearly all actives have a fitted effect of over 60% in size
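72 h, 37 °C compound treatment of KB-3-1 parental cells; CellTiter-Glo added, 10 min, luminescence read. Data corrected against DMSO-only plates and normalized before curve fitting.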
MCF10A rerep: inducers of DNA re-replication in MCF 10A breast cells | MCF 10A DNA re-replication, Hoechst nuclear intensity, 48 h | Potency, µM (doses to about 46.1 µM), inactives show top-dose activity, positive = re-replication, hits mostly activators | 350,000 tested, 2.9% active; also: potency is read from the fitted curve at half-maximal effect; % of control where 0% means no effect; nearly all actives have a fitted effect of over 50% in size
KB-V1 MDR tox: KB-V1 MDR subline cytotoxicity | KB-V1 MDR cells viability, CellTiter-Glo, 72 h | Potency, µM (series often up to 46.1 µM), without a hit: at the highest dose activity change, negative = cytotoxicity, hits mostly cytotoxic | 400,000 tested, 3.4% active | AID 1347076; also: potency is read from the fitted curve at half-maximal effect; % is scaled to controls: 0 for no effect and ±100 for the full control effect; nearly all actives have a fitted effect of over 60% in size
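Cells of the MDR subline KB-V1 are plated, dosed with compound at multiple concentrations, and incubated 72 h at 37 degrees C; CellTiter-Glo is then added and luminescence read after 10 min.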
ATXN2 expr inh: inhibitors of ATXN2 expression. Potency, µM (doses to about 57 µM), inactives show at the highest dose activity change, negative = inhibition, actives largely listed as inhibitors. HEK-293 ATXN2-luciferase reporter, luminescence, 24 h. 360,000 tested, 0.72% active; also: potency is read from the fitted curve at half-maximal effect; % is scaled to controls: 0 for no effect and ±100 for the full control effect; nearly all actives have a fitted effect of over 55% in size
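qHTS (up to 57 uM final) was run with 24 h compound exposure of reporter cells at 37 °C. Each well was multiplexed: SteadyGlo luminescence measured ATXN2-luciferase expression after a fluorogenic Gly-Phe-AFC viability readout (25 uM final).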
IL1B secr inh: blocks inflammasome-driven IL-1 beta release | 360,000 tested, 4.7% active | THP-1 LPS/ATP IL-1B secretion, AlphaLISA, 16 h; active compounds read low | activity change, % at 57.5 µM; in the data active = activity change below about -50%; inconclusive = mostly about -30% to -49%; also: % is scaled to controls: 0 for no effect and ±100 for the full control effect
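THP-1 cells pretreated 1 hr with compounds (up to 57.5 uM final), then stimulated with LPS (250 ng/mL final) plus ATP (1.25 mM final); secreted IL-1B measured by AlphaLISA after 16 hr, decreased signal indicating inhibition.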
Active calls of the source: *; i = inactive; ? = inconclusive; nt = not tested or not shown; & = joins results of further samples; [ ] = another dose, or the depositor's remark. Unless noted, calls follow the shape of the dose curve; as a rule, active = well fitted curve in the direction sought with a large enough effect; inconclusive = small, poorly fitted or top-dose-only effect, or another doubt; inactive = no such curve, though single readings can be large; an effect the other way counts as inactive or inconclusive.

item	compound	S2 tox	HT1080 IDH1KD tx	SW480 rerep	HT1080NT lethal	KB-3-1 tox	MCF10A rerep	KB-V1 MDR tox	ATXN2 expr inh	IL1B secr inh
1	CCc1cccc(NC(=O)C2CCN(c3ncnc4sc(C)c(C)c34)CC2)c1	nt	-21%	21%	?	5%	?	0%	?	-16
2	CS(=O)(=O)Nc1ccc(C2=NN(C(=O)CCCC(=O)O)C(c3cccs3)C2)cc1 (configuration not stated)	i	10%	-3%	19%	5%	0%	12%	3%	21
3	CCOC(=O)N1CCN(C(=O)C2CCCN(S(=O)(=O)c3ccc(OCC)cc3)C2)CC1 (configuration not stated)	i	-11%	13%	-9%	nt	4%	nt	-11%	12
4	Cc1ccc(NCN2C(=O)C(=O)c3ccccc32)nc1	i	-25%	?	-10%	?	?	-13%	-17%	16
5	CCOC(=O)C1CCC(CN(Cc2cccc(Br)c2)S(=O)(=O)c2ccc(Cl)cc2)CC1 (configuration not stated)	i	nt	nt	nt	17%	nt	2%	2%	nt
6	COc1cc(C2c3cc4c(cc3OC(NNC(N)=S)C2C)OCO4)cc(OC)c1OC (configuration not stated)	?	?	2.6µM*	1.8µM*	1µM*	1.5µM*	?	4%	?
7	CCOc1ccc(-c2nc(CSc3nncs3)cs2)cc1OC	i	2%	-3%	2%	-1%	1%	0%	16%	?
8	CC/C(=C\C(=O)c1ccncc1)Nc1ccc(Br)cc1	?	-8%	0%	0%	-7%	5%	-28%	5%	-67*
9	CCCCCCN1C[C@@H](O)[C@H](n2cc(-c3ccc(F)cc3)nn2)C[C@@H]1c1ccc(OC)cc1	?	4%	nt	2%	24%	nt	13%	-2%	-3
10	COC(=O)c1ccc(C(=O)N2CCCCCC2(C)C(=O)NC(C)C)cc1 (configuration not stated)	i	2%	nt	13%	0%	nt	4%	2%	17
11	O=C(Nc1ccc(Cc2ccncc2)cc1)c1ccc(Cl)c([N+](=O)[O-])c1	?	3%[9.24 µM]	-4%	-17%	?	?	?	-19%	-73*
12	CCOC(=O)C1CCCCN1C(=O)c1ccc2nc(Cc3ccc(OC)cc3)oc2c1 (configuration not stated)	i	-10%	-27%	-8%	-1%	-2%	-11%	-8%	24
13	Cc1cc(=O)cc(C)n1-c1ccccc1N1CCOCC1	i	8%	-1%	16%	-1%	11%	10%	5%	-19
14	O=c1[nH]c(NCc2ccco2)nnc1Cc1ccccc1Cl	i	?	7.3µM*	?	5.8µM*	?	?	-17%	-17
15	CCn1c(CNC(=O)c2cccs2)nnc1SCC(=O)Nc1ccc(Cl)cc1	i	-26%	5%	5%	5%	11%	6%	-1%	15
16	COC(=O)c1ccc(NCc2cc(O)ccc2O)cc1O	nt	?	?	?	-14%	?	-13%	?	-104*
17	CCOc1ccccc1NC(=O)N1CCN(C)c2ncccc21	?	nt	nt	nt	1%	nt	3%	-8%	nt
18	CN(C)C(=O)c1ccc(NC(=O)c2cccnc2)cc1	i	-18%	-4%	-7%	4%	1%	6%	-39%	4
19	COC(=O)CSC(=S)N1CCCC(C)C1 (configuration not stated)	i	8%	-14%	14%	12%	?	3%	6%	-5
20	COc1ccc(Cl)cc1NC(=O)CCC(=O)N1CCOc2ccccc21	i	nt	nt	nt	-13%	nt	-1%	-10%	nt
21	CN1C(=O)/C(=C2/C=Cc3ccccc3N2CCCS(=O)(=O)O)SC1=S	16µM*	-16%	-5%	-2%	1%	-7%	-6%	13%	-8
22	Cc1cc(NC(=O)c2cccs2)cc(-c2nc3cc(Cl)ccc3o2)c1O	i	nt	nt	nt	-6%	nt	?	1%	nt
23	Nc1ncc2c(n1)CC(c1ccco1)CC2=O (configuration not stated)	i	4%	-1%	4%	16%	-1%	0%	-3%	-5
24	O=C(NNc1ncnc2c1cnn2-c1ccccc1)c1ccco1	i	2%	1%	7%	-6%	-1%	-3%	-12%	-16
25	CSc1cccc(NC(=O)C2CCN(S(=O)(=O)c3cnc[nH]3)CC2)c1	i	-6%	14%	16%	-2%	3%	30%	5%	-6
26	Cc1ccc(-n2nc3c(=O)n(CC(=O)NCCC4=CCCCC4)nc(C)c3c2C)cc1	i	5%	4%	13%	-21%	-4%	-29%	nt	1
27	CCn1nnc(NC(=O)C(c2ccccc2)c2ccccc2)n1	?	13%	-5%	-7%	-2%	-1%	-19%	-23%	-15
28	O=C(Nc1ncn[nH]1)c1cc(S(=O)(=O)Nc2ccc(Cl)cc2)ccc1Cl	i	-6%	-6%	2%	-3%	1%	-14%	6%	5
29	COC(=O)c1c(NC(=O)CN2CCN(Cc3ccc4c(c3)OCO4)CC2)sc(C)c1C	nt	?	?	?	?	?	?	nt	-76*
30	CCCCN(CCCC)C(=O)C[n+]1cccc(/C=N/O)c1	nt	1%	-5%	15%	-3%	-2%	5%	nt	17
31	CC(C)CC(=O)N[C@H](C(=O)N[C@H](C(=O)N[C@@H](CC(C)C)[C@@H](O)CC(=O)N[C@@H](C)C(=O)N[C@@H](CC(C)C)[C@@H](O)CC(=O)O)C(C)C)C(C)C	i	-19%	-16%&-15%	1%	0%	?	13%	5%&28%	23
32	O=C(CC1N=C2c3ccccc3N=C(SCc3ccc(F)cc3)N2C1=O)NCc1ccc2c(c1)OCO2 (configuration not stated)	?	nt	nt	nt	2%	nt	-12%	41%[activator]	nt
33	COc1ccc(C(C)=O)cc1CSc1nnc(-c2ccncc2)n1C	i	3%	-16%	4%	0%	1%	0%	-1%[11.3 µM]	-17
34	CN1Cc2c(N3CCOCC3)nc(SCCC#N)c(C#N)c2CC1(C)C	i	6%	6%	-25%	4%	-1%	11%	-5%	14
35	COc1ccc(C(=O)NCc2ccccc2CN2CCCC2)cc1S(=O)(=O)Nc1ccc(C)cc1	?	-23%	nt	-30%	-1%	nt	6%	nt	-16
36	Cc1ccc(OCC(=O)NCCCNC(=O)c2ccc(C)nc2)cc1	i	-3%	26%	-8%	-3%	1%	7%	-2%	-5
37	CC(C)[C@H](NC(=O)N1c2ccccc2NC(=O)[C@@H]1C(C)C)C(=O)N[C@@H](Cc1c[nH]c2ccccc12)C(=O)O	i	10%	-26%	11%	0%	-28%	21%	10%	23
38	Cc1ccccc1S(=O)(=O)Nc1nc2ccccc2nc1N1CCOCC1	i	4%	-13%	0%	9%	9%	26%	-10%	3
39	CCOC(=O)Cc1csc(NC(=O)c2cc(C)on2)n1	i	12%	-2%	17%	6%	-1%	11%	4%	22
40	Cc1cnc(C(=O)Nc2ccccc2C(=O)N2CCOCC2)cn1	i	-2%	-7%	-1%	0%	-5%	-4%	0%	-4
41	COc1ccc(-c2nnc(SCC(=O)N3CCCC3=O)n2N)cc1OC	i	0%	-5%	12%	3%	6%	-2%	nt	-2
42	CCCCn1c(N)c(N(CCOC)C(=O)CN(C)CC(=O)Nc2ccc(Cl)c(Cl)c2)c(=O)[nH]c1=O	i	-16%	-27%	-9%	-7%	3%	8%	-13%	?
43	CN(Cc1ccccc1)C(=O)CN1CCN(S(=O)(=O)c2ccccc2F)CC1	i	-4%	nt	-4%	-6%	nt	-6%	nt	19
44	CC(C)NS(=O)(=O)c1ccc2c(c1)NCC2	i	27%	1%	17%	11%	1%	-14%	1%	3
45	Cc1ccc(NC(=O)C(C)NC(=O)OCc2ccccc2)cc1C (configuration not stated)	i	13%	1%	0%	-14%	-3%	-14%	8%	-1
46	COc1ccc(CN2C(=O)c3ccccc3C2C(=O)NCC2CCCO2)c(OC)c1 (configuration not stated)	i	5%[9.24 µM]	-3%	16%	?	-2%	-15%	6%	15
47	COc1ccc(N2CCN(C(=O)c3oc4ccccc4c3C)CC2)cc1	i	-4%	-2%	-9%	-8%	17%	?	-18%	13
48	CN(C)c1ccc(C(C(=O)NCC2CCCO2)N(Cc2ccco2)C(=O)c2snc(C(N)=O)c2N)cc1 (configuration not stated)	i	-13%	-7%	-12%	-2%	8%	-26%	4%	-3
49	Cc1cccc(-n2cnc3cc(C(=O)NCC4CCCO4)ccc32)c1 (configuration not stated)	i	?	nt	?	18µM*	nt	?	nt	?
50	C/C(=N/Nc1ccccc1[N+](=O)[O-])c1ccc(C)c([N+](=O)[O-])c1	i	3%	2%	2%	-6%	-4%	1%	21%	25
51	CN(N=O)c1ccc(C=C2C=Cc3ccccc32)cc1	i	0%	-4%	-2%	-14%	-2%	10%	50%[activator]	-18
52	Nc1nc(-c2ccccc2)c(-c2ccccc2)o1	i	12%	-75%[inhibitor]	2%	4%	-9%	4%	-7%	-14
53	CC[C@@H]1Cc2[nH]c(=O)[nH]c(=O)c2[C@H](c2ccc(Cl)cc2)O1	i	7%	nt	19%	8%	nt	?	0%	47
54	CCOC(=O)N1CCN(C(=O)c2ccc3nc(N4CCCCC4)sc3c2)CC1	i	-7%	-1%	1%	8%	20%	-1%	20%	-17
55	O=C(Nc1ccc(Cl)c(C(F)(F)F)c1)[C@@H]1CC=C[C@@H]2CCN(Cc3ccccc3)C(=O)[C@@H]21	i	11%	8%	8%	?	21%	?	2%	-16
56	CCOc1ccc(CNC(=O)c2sc3ncnc(N(C)C4CCCCC4)c3c2C)cc1	?	nt	nt	nt	-11%	nt	-3%	?	nt
57	COc1ccc(/C=C/C(=O)NC(=S)Nc2ccccc2C(=O)NC2CCCCC2)cc1	?	4%	4.1µM*	10%	0%	18µM*	?	?	-19
58	CCCCOc1ccc(C(=O)NCC(=O)NCC(c2ccc(F)cc2)N2CCOCC2)cc1 (configuration not stated)	i	8%	9%	7%	-2%	0%	2%	5%	-14
59	O=C(c1ccncc1)N1CCN(S(=O)(=O)c2cccc(F)c2)CC1	i	9%	-7%	0%	10%	-1%	?	3%	-19

Compound activity from PubChem.
